Screening results deposited in PubChem by The Scripps Research Institute Molecular Screening Center.
PME-1 inh – blocks human protein phosphatase methylesterase 1 | Q9Y570 | recombinant PME-1, FP-Rh probe fluorescence polarization | inhibition, % at 5.9 µM | hit rate 0.53% among 320,000;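 active = inhibition above the campaign mean of all compounds plus 3 SD, cut at about 26% in these data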;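 also: competitive labeling of PME-1 active site by serine hydrolase directed probe; 0% = PME-1 with DMSO and 100% = wells lacking PME-1 enzyme; inhibitors block probe labeling so polarization falls and inhibition rises; many of its hits are not listed in these tables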
PAD4 inh – inhibitors of human PAD4; recombinant PAD4, RCA probe fluorescence polarization; inhibition, % at 6.36 µM; hit rate 0.41% among 330,000; AID 485272;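 active = percent inhibition above a cutoff equal to the mean of all tested compounds plus 3 SD, cut at about 15% in these data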;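 also: 0% = PAD4 with RCA probe and DMSO and 100% = probe without PAD4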
pPAFAH FP inh – inhibitors of human plasma PAF acetylhydrolase (pPAFAH). Q13093. recombinant pPAFAH, FP-rhodamine probe fluorescence polarization. inhibition, % at 3.39 µM. hit rate 1.5% among 330,000;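 active = inhibition above the mean inhibition across the screen plus 3 SD, cut at about 25% in these data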;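 also: inhibitors block binding of the rhodamine activity-based probe so polarization drops; 0% = enzyme with DMSO and 100% = wells lacking pPAFAH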
Target sequence (Q13093 whole entry, looked up): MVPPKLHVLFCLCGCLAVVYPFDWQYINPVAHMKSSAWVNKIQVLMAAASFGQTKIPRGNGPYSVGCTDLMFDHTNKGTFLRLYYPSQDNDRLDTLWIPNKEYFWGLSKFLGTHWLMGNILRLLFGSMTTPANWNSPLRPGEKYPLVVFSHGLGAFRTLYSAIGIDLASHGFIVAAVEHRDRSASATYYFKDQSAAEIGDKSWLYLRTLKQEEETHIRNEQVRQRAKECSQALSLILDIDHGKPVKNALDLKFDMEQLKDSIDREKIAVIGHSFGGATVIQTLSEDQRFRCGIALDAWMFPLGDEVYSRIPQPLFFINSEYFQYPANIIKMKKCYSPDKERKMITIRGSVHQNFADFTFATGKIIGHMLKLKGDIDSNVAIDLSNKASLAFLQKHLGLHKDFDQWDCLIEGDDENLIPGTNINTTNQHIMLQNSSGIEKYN
LYPLA1 inh – LYPLA1 (human) inhibition in PME1 counter-screen. O75608. recombinant LYPLA1, FP-Rh probe fluorescence polarization. inhibition, % at 5.9 µM. hit rate 0.16% among 320,000. AID 2174;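 active = inhibition above the mean of all tested compounds plus 3 SD, set per campaign, cut at about 14% in these data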;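 also: inhibitors block serine hydrolase probe labeling of LYPLA1 so polarization falls; 0% = enzyme with DMSO and 100% = wells lacking LYPLA1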
GSTO1 counter – GSTO1 inhibition, counter-screen for RBBP9 inhibitors | P78417 | AID 1974 | hit rate 1.1% among 300,000 | inhibition, % at 5.96 µM | recombinant GSTO1, activity-based probe fluorescence polarization;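 active = inhibition above the campaign mean inhibition plus 3 SD, cut at about 35% in these data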;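 also: 0% = GSTO1-1 with DMSO and 100% = wells lacking GSTO1-1 enzyme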
Target sequence (P78417 whole entry, looked up): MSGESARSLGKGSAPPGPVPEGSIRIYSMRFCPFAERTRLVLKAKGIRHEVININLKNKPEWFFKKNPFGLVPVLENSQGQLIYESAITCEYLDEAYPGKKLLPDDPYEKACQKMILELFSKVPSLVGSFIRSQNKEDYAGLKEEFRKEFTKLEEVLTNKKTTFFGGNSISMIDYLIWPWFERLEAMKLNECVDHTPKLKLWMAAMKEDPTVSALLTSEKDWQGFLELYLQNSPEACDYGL
PAFAH1B3 FP inh – PAFAH1B3 (human) inhibition; inhibition, % at 3.39 µM; Q15102; recombinant PAFAH1B3, FP-rhodamine probe, fluorescence polarization; hit rate 0.28% among 340,000;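 active = inhibition above the screen-wide average of all tested compounds plus 3 SD, cut at about 25% in these data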;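 also: 0% = enzyme with DMSO only and 100% = wells lacking PAFAH1B3 protein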
Fam108B inh – counter-screen for RBBP9 inhibitors: inhibitors of mouse Fam108B; AID 1947; inhibition, % at 9.51 µM; recombinant Fam108B, FP-Rh probe fluorescence polarization; hit rate 0.33% among 300,000;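 active = inhibition above the screen mean inhibition plus 3 SD, computed separately per campaign, cut at about 18% in these data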;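 also: inhibitors lower polarization as less probe binds the enzyme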
PAFAH2 FP inh – inhibitors of human PAFAH2; inhibition, % at 3.39 µM; Q99487; hit rate 0.99% among 340,000; recombinant PAFAH2, FP-rhodamine activity probe, fluorescence polarization;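 active = inhibition above the mean over all tested compounds plus 3 SD, cut at about 30% in these data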;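 also: inhibitors block probe labeling of enzyme so polarization drops; 0% = enzyme with DMSO and 100% = wells lacking PAFAH2 protein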
PAFAH1B2 FP inh – PAFAH1B2 (human) inhibition; P68402; inhibition, % at 3.39 µM; hit rate 1.2% among 340,000; AID 492953; recombinant PAFAH1B2, FP-rhodamine activity probe, fluorescence polarization;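 active = inhibition above the mean of all tested compounds plus 3 SD, cut at about 24% in these data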;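 also: 0% = enzyme with DMSO and 100% = wells lacking PAFAH1B2; many of its hits are not listed in these tables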
Target sequence (P68402 whole entry, looked up): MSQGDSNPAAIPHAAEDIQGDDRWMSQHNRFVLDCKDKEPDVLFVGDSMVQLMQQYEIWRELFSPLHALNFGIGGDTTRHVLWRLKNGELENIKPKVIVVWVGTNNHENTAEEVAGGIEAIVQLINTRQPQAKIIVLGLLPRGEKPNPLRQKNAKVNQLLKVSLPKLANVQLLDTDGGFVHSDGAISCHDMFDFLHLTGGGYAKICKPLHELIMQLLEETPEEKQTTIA
* hit, by the source's call; / = no result given. An excerpt (hit frequency here may not be typical).

SMILES	PME-1 inh	PAD4 inh	pPAFAH FP inh	LYPLA1 inh	GSTO1 counter	PAFAH1B3 FP inh	Fam108B inh	PAFAH2 FP inh	PAFAH1B2 FP inh
COc1ccc(S(=O)(=O)N2CCN(CCC(=O)Nc3ccccc3F)CC2)cc1	-2	-3	0	-3	12	-1	1	3	3
COc1ccc(-c2sc(Nc3ccc(F)c(F)c3F)nc2CCC(=O)NN)cc1	30*	-2	10	-4	3	4	7	-10	1
Cc1ccc(Cn2ccc(NC(=O)c3cc(C)on3)n2)cc1	4	-4	-4	-1	2	-7	2	-3	11
COC(=O)[C@@]1(Cc2ccc(F)cc2)[C@H]2c3cc(C(=O)N(C)C)n(Cc4ccc(OC)c(OC)c4)c3C[C@H]2CN1C(=O)c1ccccc1	-3	3	4	-2	2	/	-4	/	/
COc1cc(C2Nc3ccccc3C(=O)N2c2ccccc2OC)ccc1O (centres undefined)	1	-4	0	-4	2	1	2	-1	1
Cc1cccc(NC(=O)Cn2cnc3c(oc4ccccc43)c2=O)c1	-2	0	-1	-2	-10	3	0	0	-2
CCOc1ccccc1OCC(=O)Nc1ccc(S(=O)(=O)N(C)C)cc1	10	1	2	-2	6	-4	-7	-3	-2
Cc1cc(Cl)c(S(=O)(=O)NC(C(=O)O)C(C)C)cc1OCC(=O)NC1CCCCC1 (centres undefined)	1	10	1	1	-2	6	-5	6	8
Cc1nn(C)cc1C(=O)NNC(=S)Nc1ccc(Cl)cc1	1	-2	1	4	-1	8	5	-2	6
Cc1ccc(N(CC(=O)Nc2ccc(-c3nc4ccc(C)cc4s3)cc2)S(C)(=O)=O)cc1	-17	-8	-7	-13	-5	-21	-19	-28	-19
Cc1ccccc1-c1nnc(-c2ccc(Br)cc2)o1	2	-2	1	-1	-5	0	-2	-7	3
NC(=O)c1cc(S(=O)(=O)N2CCOCC2)cs1	-2	2	2	-1	5	-3	-3	2	0
CCOc1ccc(CCNC(=O)COC(=O)/C=C/c2ccc(OC(F)F)c(OC)c2)cc1OCC	-4	-1	6	1	1	-2	-2	1	-1
C=CCN1c2ccccc2[C@]23C[C@@H](C(=O)OC)N(C(C)=O)C2=NC(C(=O)OC)=C(C(=O)OC)[C@H]13	-3	2	-8	0	7	-1	-3	-6	3
CCCCN1C(=O)C(=O)N(CC(=O)N2CCN(c3ccccc3)CC2)C1=O	-1	-3	3	-1	8	11	-1	7	2
COC(=O)C(Cc1c[nH]c2ccccc12)NC(=O)CNC(C)=O (centres undefined)	-1	1	4	3	9	14	3	2	-1
CCCc1sc(N2CCCC(C(N)=O)C2)nc1-c1ccccc1 (centres undefined)	2	-8	7	4	2	-5	-5	-12	7
COc1ccc(S(=O)(=O)N2CCCOC2CNC(=O)C(=O)NCc2ccccc2F)cc1C (centres undefined)	5	1	1	-2	-2	9	5	-6	-1
CSc1nnc(SCC2=NNC(=O)SC2)s1	-2	3	-2	2	4	7	0	-7	-1
CCc1ccc(NC(=O)CSc2nnc(CNC(=O)c3c(F)cccc3Cl)o2)cc1	1	-2	4	1	5	2	0	5	6
O=C1Nc2ccccc2N(O)N1c1cc(-c2ccc(Cl)cc2)[nH]n1	-5	6	7	-1	2	6	1	0	4
Cc1nc2sc(C(c3cccs3)N3CCC(C(N)=O)CC3)c(O)n2n1 (centres undefined)	0	-2	6	-1	0	-8	4	1	2
CC(C)(C)c1nc(SCC(=O)NCc2cccs2)c2ccccc2n1	-4	1	1	0	-2	-1	-1	-6	5
CC(C)(C)n1cnc2cc(NCc3cccs3)ccc21	-4	-2	0	1	10	9	6	6	0
Cc1cc(Nc2ccccc2Cl)c2ccccc2n1	-5	0	6	4	2	8	6	-7	4
CN1C(=O)NC(c2ccc(Cl)cc2)C2=C1CC(C)(C)CC2=O (centres undefined)	3	-1	4	1	-2	3	-4	-4	5
CN(Cc1ccccc1)C(=O)Cn1nc(C(F)(F)F)c2c1CCC2	-6	3	3	1	0	2	1	5	2
CCOC(=O)c1ccc(OCc2c(C)noc2C)cc1	0	-3	4	4	-2	-4	5	-2	7
O=C(NC(=S)Nc1ccccc1N1CCOCC1)c1ccco1	1	4	2	4	-4	-3	3	-6	0
CN(C)Cc1nc2ccccc2c(=O)n1CC(=O)Nc1cccc(S(=O)(=O)N2CCOCC2)c1	-2	1	-2	-1	-1	14	-2	-1	-8
COc1ccc(-c2cc(-c3nnc(COC(=O)CC4CCCC4)o3)c3ccccc3n2)cc1OC	-12	-2	-4	-12	-4	8	-8	-5	-1
CN(CC(=O)Nc1ccc(N2CCOCC2)cc1)C(=O)Cc1ccccc1	-1	-1	1	-3	/	7	/	2	2
C/C(=N\Nc1nc2ccccc2[nH]1)c1ccc([N+](=O)[O-])cc1	9	-2	-2	1	-4	-2	0	0	1
Cc1ccc(Cl)cc1NC(=S)N(Cc1cccs1)C1CCCC1	5	-2	4	1	-3	6	-5	-4	0
COc1cc(OC)cc(C(=O)NNC(=O)c2ccc(S(=O)(=O)N(C)c3ccccc3OC)cc2)c1	-3	-1	5	-3	-1	7	1	4	-3
Cc1ccc(-c2nc(CS(=O)CC(=O)NC3CCCCC3)c(C)o2)cc1 (centres undefined)	-4	-3	1	1	1	4	1	0	4
Cc1ccc(OCCC(=O)OCC(=O)Nc2ccc3c(c2)OCO3)cc1	2	-1	21	2	10	7	-2	3	2
CCOc1ccc(N2C(=O)CN(CC(=O)OC)C2=S)cc1	4	-3	-3	6	1	1	1	3	7
O=C(CN1N=C(c2ccc(Cl)cc2)CCC1=O)NCCN1CCc2ccccc2C1	-2	-4	0	-3	-5	10	-2	7	2
CCCC(=O)Nc1ccccc1-c1nnc(SC)[nH]c1=O	-1	-1	3	5	-3	-1	3	10	4
O=C(NCCOc1ccccc1)c1cc2ccccc2o1	-4	1	-3	2	6	-1	1	-3	4
COc1ccc(C(=O)OCC(=O)Nc2cccc(C(C)=O)c2)cc1OC	1	-4	0	1	-3	1	2	81*	4
O=[N+]([O-])c1ccc(Cl)c(NC(=S)N2CCCC2)c1	6	-1	-3	5	0	-1	3	1	3
CC(C)=Cc1oc2ccc([N+](=O)[O-])cc2c1N1CC(C)OC(C)C1 (centres undefined)	0	-1	4	1	16	1	12	-6	5
Cc1cc(C(=O)COC(=O)c2ccc3c(c2)NC(=O)CS3)c(C)n1CC1CCCO1 (centres undefined)	2	-3	6	-2	-9	7	1	13	5
CN(c1ccc(C(=O)N2CCOCC2)cc1)S(C)(=O)=O	4	4	-1	-3	1	6	1	-4	3
CCc1ccc(C(=O)COC(=O)c2cnc(C)cn2)cc1	5	-6	3	1	26	5	0	4	4
CCOc1ccc(-n2cc(-c3ccccc3)c3c(=O)[nH]cnc32)cc1	8	-4	16	0	-4	6	2	0	2
O=C(Nc1ccc(F)cc1)c1cccc(NC(=O)C2C3CC4OC(=O)C2C4C3)c1 (centres undefined)	1	4	1	-2	-1	4	1	3	10
CCOC(=O)N1CCN(c2c(N3CCN(c4cccc(C(F)(F)F)c4)CC3)c(=O)c2=O)CC1	2	8	-1	-2	6	1	-2	0	0
CCN(CC)CCNC(=O)C(=O)Nc1ccc(C(=O)OC)cc1	-3	-6	0	2	8	6	3	-2	6
COc1cc(C(=O)Oc2ccccc2/C=N/NC(=O)c2ccc(Cl)cc2Cl)cc(OC)c1OC	0	4	7	-9	4	11	-2	-7	3
Cc1ccc(CN2CCN(Cc3cn[nH]c3-c3cccc(F)c3)CC2CCO)o1 (centres undefined)	2	-3	9	1	5	0	-3	0	-2
O=C1Nc2ccccc2C1=O	2	1	3	7	1	-5	1	2	-1
O/N=C(\c1ccc(Cl)cc1)c1cc2ccccc2o1	2	-2	6	-1	2	-2	-1	-3	5
COc1ccc(-n2ncc3c2CC(C)(C)CC3NC(=O)CCCN2CCCC2=O)cc1 (centres undefined)	-5	7	0	1	-3	7	15	3	3
COC(=O)C1CCN(C(=O)Cc2c(OC)ccc3cc(Br)ccc23)CC1	-4	0	1	3	-6	2	-2	0	5
CCOc1ccc(C(=O)NCCCN2CCCC2=O)cc1	1	3	-4	3	0	-1	4	-7	7
Cc1cc(C)n2nc(Nc3ccccc3)cc2n1	3	-2	1	1	5	0	4	1	9
OCCN(CCO)c1nc(-c2ccccc2)nc2c1oc1ccccc12	-4	-3	4	-3	-20	-4	3	-4	2
Next section
SMILES	PME-1 inh	PAD4 inh	pPAFAH FP inh	LYPLA1 inh	GSTO1 counter	PAFAH1B3 FP inh	Fam108B inh	PAFAH2 FP inh	PAFAH1B2 FP inh
CC1CCCN(C(=O)c2ccc(OC3CCN(CCc4ccccc4)CC3)cc2)C1 (centres undefined)	2	-1	4	1	5	0	3	-6	4
COc1cc(C(c2c(C)[nH][nH]c2=O)c2c(C)[nH][nH]c2=O)ccc1OC(=O)c1cccc([N+](=O)[O-])c1	3	-9	5	-2	12	3	8	9	4
CN(C)CCCCCNCCCNC(=O)/C=N\O	5	0	2	-1	4	-8	-1	-6	4
CC(C)(C)OC(=O)C[C@@H]1C/C=C\C[C@H](CC(=O)NCCO)C(=O)NC[C@@H](c2ccccc2)OC1=O	/	3	2	/	/	1	/	-3	10

Not a retest: 10 of the compounds above.
SMILES	PME-1 inh	PAD4 inh	pPAFAH FP inh	LYPLA1 inh	GSTO1 counter	PAFAH1B3 FP inh	Fam108B inh	PAFAH2 FP inh	PAFAH1B2 FP inh
COc1ccc(-c2sc(Nc3ccc(F)c(F)c3F)nc2CCC(=O)NN)cc1	30*	-2	10	-4	3	4	7	-10	1
Cc1ccc(Cn2ccc(NC(=O)c3cc(C)on3)n2)cc1	4	-4	-4	-1	2	-7	2	-3	11
COC(=O)[C@@]1(Cc2ccc(F)cc2)[C@H]2c3cc(C(=O)N(C)C)n(Cc4ccc(OC)c(OC)c4)c3C[C@H]2CN1C(=O)c1ccccc1	-3	3	4	-2	2	/	-4	/	/
COc1cc(C2Nc3ccccc3C(=O)N2c2ccccc2OC)ccc1O (centres undefined)	1	-4	0	-4	2	1	2	-1	1
Cc1cccc(NC(=O)Cn2cnc3c(oc4ccccc43)c2=O)c1	-2	0	-1	-2	-10	3	0	0	-2
CCOc1ccccc1OCC(=O)Nc1ccc(S(=O)(=O)N(C)C)cc1	10	1	2	-2	6	-4	-7	-3	-2
Cc1cc(Cl)c(S(=O)(=O)NC(C(=O)O)C(C)C)cc1OCC(=O)NC1CCCCC1 (centres undefined)	1	10	1	1	-2	6	-5	6	8
Cc1nn(C)cc1C(=O)NNC(=S)Nc1ccc(Cl)cc1	1	-2	1	4	-1	8	5	-2	6
Cc1ccc(N(CC(=O)Nc2ccc(-c3nc4ccc(C)cc4s3)cc2)S(C)(=O)=O)cc1	-17	-8	-7	-13	-5	-21	-19	-28	-19
Cc1ccccc1-c1nnc(-c2ccc(Br)cc2)o1	2	-2	1	-1	-5	0	-2	-7	3
